Assay outcomes as filed in PubChem.
ARNT-TACC3 inh – ARNT/TACC3 interaction disruption | AlphaScreen His-ARNT PAS-B/GST-TACC3 binding, luminescence; TACC3 fragment carries E629A point mutation | inhibition, % at 9.99 µM | 390,000 tested, 0.66% active | AID 623870;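 active means mean inhibition of replicates at least 50% and at least half of replicates each reaching 50%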;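 further: 0% = complete ARNT plus TACC3 wells and 100% = ARNT alone without TACC3; many hits fall short of the cut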
esBAF inh – blocks esBAF chromatin remodeling in mouse ES cells; Bmi1-luciferase knock-in reporter, 24 h; 100% = twice the neutral-well signal; AID 602393; reporter increase, % at 12.5 µM; 350,000 tested, 2% active; in the data active means activation above about 40%;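 further: 0% = median of the plate's neutral control wells and 100% = double that signal; a rise in the Bmi1 reporter signal indicates esBAF inhibition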
XiGFP reactiv – activators of X-chromosome reactivation in mouse fibroblasts. XiGFP mouse fibroblasts, % GFP-positive cells imaging, 3 d; cells co-treated with 5-aza-dC sensitizer; scaled so ellipticine positive control = 100%. activation, % at 7.58 µM. 360,000 tested, 0.055% active;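 active means mean normalized replicate activation at least 10% and every replicate at or above 10%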;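 further: 0% = median of on-plate neutral control wells and 100% = ellipticine 6 µM median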
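material = 68-5-11 XiGFP fibroblast line | medium = DMEM plus 5-aza-dC sensitizer | schedule = 3 days compound exposure | benchmarks = positive control ellipticine, 6 µM final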
INS-1E GSIS act – GLuc luminescence reporter in INS-1E cells, primary screen for activators of glucose-dependent secretion of insulin; INS-1E GLuc reporter insulin secretion, 2-3 h; activation, % at 16.6 µM; 370,000 tested, 0.61% active; AID 743287;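 active means lowest replicate activation of at least 40%, so every replicate reaches that level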;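 further: 0% = median of neutral control wells and 100% = median of IBMX positive control wells; some compounds called inactive have numbers as strong as hits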
ERAP1 HTS inh – blocks human ERAP1 aminopeptidase activity; Q9NZ08; recombinant ERAP1, Leu-AMC fluorescence, 60 min; inhibition, % at 10.7 µM; 340,000 tested, 0.15% active;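 active means mean replicate inhibition of at least 30%, or all replicates individually reaching that 30% level; inactive means mean below 30% and not every replicate reaching it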;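 further: 0% = neutral control wells and 100% = L-leucinethiol positive control wells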
Target sequence (Q9NZ08 whole entry, looked up): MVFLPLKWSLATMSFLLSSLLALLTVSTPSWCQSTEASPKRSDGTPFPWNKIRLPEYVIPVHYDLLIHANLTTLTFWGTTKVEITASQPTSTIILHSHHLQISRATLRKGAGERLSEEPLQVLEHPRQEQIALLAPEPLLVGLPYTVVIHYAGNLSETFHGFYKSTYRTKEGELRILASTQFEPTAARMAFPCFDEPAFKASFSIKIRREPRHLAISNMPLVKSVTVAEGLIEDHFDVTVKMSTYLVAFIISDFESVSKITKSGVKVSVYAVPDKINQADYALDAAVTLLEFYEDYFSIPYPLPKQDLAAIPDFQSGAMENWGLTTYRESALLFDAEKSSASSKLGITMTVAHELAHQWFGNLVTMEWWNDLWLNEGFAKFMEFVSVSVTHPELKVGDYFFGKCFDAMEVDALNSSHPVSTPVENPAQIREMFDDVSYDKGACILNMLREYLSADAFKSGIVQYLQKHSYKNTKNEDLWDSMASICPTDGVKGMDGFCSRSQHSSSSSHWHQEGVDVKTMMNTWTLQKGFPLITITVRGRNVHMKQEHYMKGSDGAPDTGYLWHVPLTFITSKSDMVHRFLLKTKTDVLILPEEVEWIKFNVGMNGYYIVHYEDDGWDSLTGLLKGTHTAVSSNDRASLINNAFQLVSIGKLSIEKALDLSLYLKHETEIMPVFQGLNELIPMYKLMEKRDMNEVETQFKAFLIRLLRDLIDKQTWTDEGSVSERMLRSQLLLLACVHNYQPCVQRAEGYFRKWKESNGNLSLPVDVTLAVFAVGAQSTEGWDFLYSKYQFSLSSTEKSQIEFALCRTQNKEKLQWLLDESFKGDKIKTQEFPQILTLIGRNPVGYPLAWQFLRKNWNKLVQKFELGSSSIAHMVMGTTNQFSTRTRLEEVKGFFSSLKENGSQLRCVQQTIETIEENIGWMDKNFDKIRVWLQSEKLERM
CFTR F508del cor – CFTR F508del correction in bronchial cells; CFBE cells, YFP halide quenching; stimulated with forskolin plus potentiator P3; % fluorescence drop versus neutral controls; activity (quench increase), % at 7.58 µM; 350,000 tested, 0.36% active; AID 720511;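 active means mean added fluorescence quench of at least 8% versus neutral control, with both replicates also reaching 8%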;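 further: cells transiently co-express mutant CFTR-F508del with the halide-sensitive YFP; corrector assay measuring rescue of mutant channel to the surface after 24 h compound exposure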
RAD52 inh – inhibitors of human RAD52 DNA annealing; inhibition, % at 18.7 µM; 360,000 tested, 0.46% active; recombinant RAD52 DNA annealing, FRET fluorescence; AID 651710; P43351;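 active means every replicate showing at least 50% inhibition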
RAD54 branch – blocks human RAD54 Holliday junction branch migration | Q92698 | FAM/BHQ fluorescence | inhibition, % at 10.4 µM | 360,000 tested, 0.14% active | AID 602329;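 active means mean normalized replicate activity at least 40 and at least half of replicates scoring 40 or more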;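 further: 0% = median of neutral control wells and 100% = median of positive control wells; inhibitors cause a drop in the FAM fluorescence signal; in these data hits start at about 50%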
Starred values were filed as active, the others as inactive; . = no result given.

cpd	SMILES	ARNT-TACC3 inh	esBAF inh	XiGFP reactiv	INS-1E GSIS act
1	CC1CCN(S(=O)(=O)c2ccc3c(c2)N(CC(=O)NCCCN2CC(C)CC(C)C2)C(=O)CS3)CC1 (stereo unspecified)	0	-6	0.3	-11
2	Cc1onc(-c2c(F)cccc2Cl)c1C(=O)c1ccc(F)cc1	.	.	0.0	-6
3	CN1CCN(C(=O)C[C@@H]2C[C@H]3c4cc(NC(=O)Nc5ccc(F)cc5)ccc4O[C@H]3[C@H](CO)O2)CC1	-4	-2	0.1	7
4	Cn1c(N)c(C(=O)COC(=O)c2ccc(OC(F)F)cc2)c(=O)n(C)c1=O	-6	3	0.4	1
5	Cc1c(Cl)c([N+](=O)[O-])nn1CCCC(=O)Nc1cccnc1	1	-3	0.1	17
6	C[C@@H]1CCCCO[C@@H](CN(C)C(=O)Nc2ccc(F)cc2)[C@H](C)CN([C@@H](C)CO)C(=O)c2cc(NC(=O)CCCN(C)C)ccc2O1	-6	10	-1.0	13
7	CCn1c(SCC(=O)NNC(=O)c2ccco2)nnc1-c1ccco1	-6	4	0.0	9
8	CC(C)NC(=O)N(C)C[C@@H]1Oc2c(NC(=O)c3ccc(-c4nccs4)cc3)cccc2C(=O)N([C@@H](C)CO)C[C@@H]1C	.	-4	-0.1	21
9	CCC(=O)N[C@H]1CC[C@@H](CCNC(=O)Nc2ccc(C(F)(F)F)cc2)O[C@H]1CO	9	-4	-0.2	4
10	COc1ccc(CN(C)C[C@@H]2Oc3ccc(NC(=O)CCN4CCOCC4)cc3C(=O)N([C@@H](C)CO)C[C@H]2C)cc1	6	4	0.0	-2

cpd	ERAP1 HTS inh	CFTR F508del cor	RAD52 inh	RAD54 branch
1	3	1.2	-22	-8
2	.	1.4	8	5
3	1	0.4	6	-1
4	-1	-0.9	-17	-12
5	.	-1.3	0	.
6	5	0.7	12	8
7	3	-0.5	4	-2
8	-2	5.6	6	4
9	-2	-1.7	2	-29
10	-6	-1.0	-17	22

One compound at a time (already shown).
CCn1c(SCC(=O)NNC(=O)c2ccco2)nnc1-c1ccco1 across the screens: ARNT-TACC3 inh = -6; esBAF inh = 4; XiGFP reactiv = 0.0; INS-1E GSIS act = 9; ERAP1 HTS inh = 3; CFTR F508del cor = -0.5; RAD52 inh = 4; RAD54 branch = -2
Cc1onc(-c2c(F)cccc2Cl)c1C(=O)c1ccc(F)cc1 across the screens: ARNT-TACC3 inh = .; esBAF inh = .; XiGFP reactiv = 0.0; INS-1E GSIS act = -6; ERAP1 HTS inh = .; CFTR F508del cor = 1.4; RAD52 inh = 8; RAD54 branch = 5

Continued:
cpd	SMILES	ARNT-TACC3 inh	esBAF inh	XiGFP reactiv	INS-1E GSIS act
11	CC1(C(=O)NCCC(F)(F)F)Cc2c(-c3ccccc3)ccnc2O1 (stereo unspecified)	.	5	0.0	-12
12	COc1cccc(CNC(=O)c2cc(S(=O)(=O)N3CCOCC3)ccc2N2CCCC2)c1	-5	10	0.0	28
13	COc1ccc2c3c([nH]c2c1)[C@@H](CO)N(C(=O)CN(C)C)CC31CCN(C(=O)c2cccnc2)CC1	.	.	0.0	5
14	O=C(NC1CCCC1)C(c1ccncc1)N(C(=O)c1csnn1)c1ccc(F)c(Cl)c1 (stereo unspecified)	-6	3	0.1	-7
15	CC(C)CCn1c(=O)c2ccccc2n2c(CN3CCCC3)nnc12	-1	-6	0.0	.
16	COc1cccc(N2CCN(S(=O)(=O)c3cccc4nsnc34)CC2)c1	-1	.	0.3	4
17	Cc1cc(=O)nc2c3ccccc3n(C(C)C(=O)Nc3cc(F)ccc3F)n12 (stereo unspecified)	20	15	0.1	2
18	O=C(Nc1cccc(-c2cnc3ccccc3n2)c1)C1CC(=O)N(c2ccccc2)C1 (stereo unspecified)	-5	.	0.0	-34
19	CO[C@H]1CN(C)C(=O)c2cc(NC(=O)C3CCCC3)ccc2OC[C@@H](C)N(CC2CC2)C[C@@H]1C	-2	-3	0.0	-7
20	O=C(Nc1cccc(C(=O)N2CCOCC2)c1)c1ccccc1Cl	-7	.	0.1	5

cpd	ERAP1 HTS inh	CFTR F508del cor	RAD52 inh	RAD54 branch
11	-1	0.4	-4	-7
12	0	-2.4	-11	0
13	4	-1.9	10	.
14	1	-2.1	-9	-9
15	0	1.7	-9	3
16	-2	1.6	-13	.
17	.	-2.7	-26	.
18	-6	-1.1	-13	-3
19	2	0.9	3	-12
20	0	-2.6	-11	-1

Next compounds follow:
cpd	SMILES	ARNT-TACC3 inh	esBAF inh	XiGFP reactiv	INS-1E GSIS act
21	C[C@H]1CN([C@@H](C)CO)C(=O)c2cccc(NC(=O)Nc3ccc(F)cc3)c2O[C@@H]1CN(C)CC1CC1	-11	3	0.1	-3
22	Cc1c(NC(=O)COc2ccc3ccc(=O)oc3c2)c(=O)n(-c2ccccc2)n1C	22	7	0.1	14
23	C=CCn1cc(-c2ccc(Cl)cc2)cc(C#N)c1=O	-7	-10	.	17
24	Cc1ccc(NC(=O)CCN2C(=O)c3ccccc3C2=O)c(C)c1	-4	-2	0.0	11
25	CC(C)(C)C(=O)Nc1nnc(CCc2ccccc2)s1	25	38	0.0	-4
26	CCCN(CC(=O)Nc1ccccc1C)C(=O)CSc1ccccc1C	1	5	0.4	-24
27	COc1ccc(CCNC(=O)c2ccc(S(=O)(=O)N3CCCCC3)cc2)cc1	.	3	-0.1	19
28	O=C(C[C@@H]1CC[C@@H]2[C@H](COC[C@@H](O)CN2C(=O)Nc2ccc(F)cc2)O1)NC1Cc2ccccc2C1	1	8	0.0	-11
29	CCC(=O)N1[C@@H]2c3ccc(-c4ccncc4)c(=O)n3C[C@H]1[C@H](CO)[C@H]2C(=O)NC1Cc2ccccc2C1	-10	-7	0.4	13
30	CO[C@@H]1CN(C)C(=O)c2ccc(NC(=O)C3CC3)cc2OC[C@@H](C)N(C(=O)C2CCCCC2)C[C@H]1C	.	.	0.0	-8

cpd	ERAP1 HTS inh	CFTR F508del cor	RAD52 inh	RAD54 branch
21	0	0.7	8	-7
22	0	2.7	-9	.
23	.	.	.	-5
24	4	-2.4	-1	-5
25	-2	3.7	-8	-8
26	-2	-1.4	8	-10
27	0	4.0	7	3
28	0	-3.9	6	-1
29	8	.	15	1
30	0	0.3	-16	.

The closing 2 records of the part before are carried over, then new ones follow.
cpd	SMILES	ARNT-TACC3 inh	esBAF inh	XiGFP reactiv	INS-1E GSIS act
29	CCC(=O)N1[C@@H]2c3ccc(-c4ccncc4)c(=O)n3C[C@H]1[C@H](CO)[C@H]2C(=O)NC1Cc2ccccc2C1	-10	-7	0.4	13
30	CO[C@@H]1CN(C)C(=O)c2ccc(NC(=O)C3CC3)cc2OC[C@@H](C)N(C(=O)C2CCCCC2)C[C@H]1C	.	.	0.0	-8
31	Cc1ccc(NC(=O)CN(C)C(=O)c2cc3ccccc3o2)cc1	-1	.	0.0	7
32	COCCN(CCOC)C(=O)c1ccc(CSc2nc3ccccc3s2)cc1	21	7	0.0	-9
33	CC(=O)Nc1sc(C)c(C)c1C(=O)OCC(=O)Nc1ccc(S(N)(=O)=O)cc1	-7	-5	-0.1	20
34	Cc1ccc(S(=O)(=O)CCC(=O)NC2CCCC2)cc1	-1	.	0.0	20
35	O=C(Nc1ccccc1)Nc1snnc1C(=O)Nc1cccc(O)c1	-7	.	0.0	2
36	O=c1[nH]c(CSc2ncc(C(F)(F)F)cc2Cl)nc2cc(C(F)(F)F)ccc12	-2	-9	-0.2	17
37	O=C(CN1CCCCCC1)N1c2ccccc2C=Cc2ccccc21	1	-7	.	3
38	COc1cc(OC)c(/C=N/n2c(C)nnc2C)c(OC)c1	-5	-4	0.1	2
39	Cc1ccc(C)c(CSCC(=O)NCc2cccs2)c1	-17	.	0.4	1
40	C[C@@H](NC(=O)C[C@@H]1C=C[C@H](NC(=O)C2CCC2)[C@@H](CO)O1)c1ccccc1	-2	1	-1.1	2

cpd	ERAP1 HTS inh	CFTR F508del cor	RAD52 inh	RAD54 branch
29	8	.	15	1
30	0	0.3	-16	.
31	-1	-3.7	-9	.
32	-1	0.0	1	-9
33	6	2.2	-47	-6
34	1	-1.3	-10	7
35	-1	1.9	-22	.
36	-3	0.2	-37	-11
37	1	.	-19	-3
38	.	.	.	-2
39	-5	-2.3	-10	.
40	1	0.5	7	0

Later entries
cpd	SMILES	ARNT-TACC3 inh	esBAF inh	XiGFP reactiv	INS-1E GSIS act
41	CCOCCCn1c(SCC(=O)NCc2ccc3c(c2)OCO3)nc2ccccc2c1=O	-3	-4	0.3	-7
42	CCN(C(=O)COC(=O)c1ccccc1SCC(=O)N1CCCC1)C1CCS(=O)(=O)C1 (stereo unspecified)	2	.	0.8	-7
43	CC(=O)Nc1ccc(NC(=O)CN(c2cc(Cl)ccc2Cl)S(C)(=O)=O)cc1	-2	.	0.0	-19
44	COC(=O)C(Cc1ccc(O)cc1)NC(=O)CCc1ccco1 (stereo unspecified)	3	-1	.	19
45	CN(Cc1nc2ccccc2c(=O)[nH]1)C(=O)C1CC(=O)N(c2cccc3ccccc23)C1 (stereo unspecified)	-1	.	0.0	.
46	Cc1cc(C)nc(N2CCC(C(=O)NCCc3ccc(Cl)cc3)CC2)n1	-7	2	-0.1	6
47	COc1ccc(C(CNC(=O)CCNC(=O)c2ccccc2OC)N2CCCC2)cc1 (stereo unspecified)	14	.	-0.1	3
48	O=C(CN1CCOCC1)N[C@@H]1CC[C@@H](CCNS(=O)(=O)c2ccccc2F)O[C@@H]1CO	-14	-7	0.0	3
49	CCOP(=O)(OCC)c1cccc(P(=O)(c2ccccc2)c2ccccc2)c1O	0	-9	0.0	-5
50	COC(=O)c1ccc(NC(=O)C2CCCN2C(=O)OCc2ccccc2)cc1 (stereo unspecified)	-7	-17	0.0	6
51	O=C(c1cc(-c2ccccc2O)on1)N1CCOCC1	5	51*	0.0	-2
52	COC(=O)C1(C(C[N+](=O)[O-])c2ccco2)C(=O)NCC1c1ccccc1 (stereo unspecified)	-1	.	0.0	.
53	C[C@H](O)C#Cc1ccc([C@@H]2[C@@H](CO)N3CCCCN(C(=O)c4cccc(F)c4)C[C@H]23)cc1	2	-4	0.0	15

cpd	ERAP1 HTS inh	CFTR F508del cor	RAD52 inh	RAD54 branch
41	1	.	-7	.
42	-1	-1.0	-1	-11
43	1	-2.1	0	.
44	-3	-4.4	3	-7
45	-3	-1.9	4	2
46	-1	-3.8	-17	2
47	-1	-1.0	-32	.
48	0	2.4	-2	4
49	2	0.9	4	-11
50	-2	1.4	-6	3
51	0	1.7	-15	-11
52	.	2.8	-11	-6
53	2	-1.9	1	6
